L3MBTL1 block = blocks human L3MBTL1. Q9Y468. AlphaScreen L3MBTL1–H3K9me1 peptide binding. Potency, µM (series often up to 57.1 µM), inactives show at the highest dose activity, negative = inhibition, most hits filed as inhibitors. 0.66% of 230,000 active. AID 485360; active = well fitted inhibition curve with a large enough effect; inconclusive = small, poorly fitted or top-dose-only effect; inactive = no such curve, though single readings can be large or run the other way; note: nearly all actives have a fitted effect of over 60% in size
Target sequence (Q9Y468 whole entry, looked up): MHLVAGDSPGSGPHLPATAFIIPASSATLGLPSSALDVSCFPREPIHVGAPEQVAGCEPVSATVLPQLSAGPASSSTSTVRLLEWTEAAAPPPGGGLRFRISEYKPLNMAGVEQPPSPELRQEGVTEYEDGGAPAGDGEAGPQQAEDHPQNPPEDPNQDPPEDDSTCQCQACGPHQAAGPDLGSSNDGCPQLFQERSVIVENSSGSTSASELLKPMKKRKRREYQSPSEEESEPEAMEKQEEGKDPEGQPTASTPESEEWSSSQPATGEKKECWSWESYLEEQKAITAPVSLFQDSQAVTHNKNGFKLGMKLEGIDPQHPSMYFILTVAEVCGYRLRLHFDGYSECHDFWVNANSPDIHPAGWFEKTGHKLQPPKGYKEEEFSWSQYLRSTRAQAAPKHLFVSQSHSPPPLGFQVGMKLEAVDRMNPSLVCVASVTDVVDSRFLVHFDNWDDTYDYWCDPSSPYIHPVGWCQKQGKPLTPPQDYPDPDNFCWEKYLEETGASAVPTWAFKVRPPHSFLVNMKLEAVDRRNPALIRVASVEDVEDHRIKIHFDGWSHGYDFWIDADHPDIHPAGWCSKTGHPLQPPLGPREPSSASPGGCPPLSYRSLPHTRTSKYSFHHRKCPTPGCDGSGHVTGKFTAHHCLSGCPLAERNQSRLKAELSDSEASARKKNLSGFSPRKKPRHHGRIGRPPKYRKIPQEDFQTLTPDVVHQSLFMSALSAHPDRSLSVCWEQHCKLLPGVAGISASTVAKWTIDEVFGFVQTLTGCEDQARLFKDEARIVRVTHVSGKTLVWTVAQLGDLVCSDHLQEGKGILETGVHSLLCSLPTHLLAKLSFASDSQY
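AlphaScreen assay: L3MBTL1 (50 nM final) was preincubated 30 min at room temperature with biotinylated H3(1-15)K9me1 peptide (75 nM final), then 30 min with library compounds; streptavidin donor and nickel chelate acceptor beads (10 ug/mL final) added, 30 min dark.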
* hit, by the source's call; ? = inconclusive; [ ] = remark or other dose. % is set by controls: 0 for no effect and ±100 for the full control effect; potency is the fitted concentration of half-maximal effect.

SMILES	L3MBTL1 block
O=S(=O)(c1cccc(COc2c(Cl)cccc2Cl)c1)N1CCOCC1	53.9%[activator]
O=C(COc1ccccc1Cl)Nc1cc(NC(=O)COc2ccccc2Cl)cc(C(=O)O)c1	-4.9%
Cn1c(SCC(=O)O)nc2sc3c(c2c1=O)CCC3	3.8%
CN(C(=O)COC(=O)/C=C/c1cccs1)C1CCCCC1	1.0%
Cc1nc2ccc(Br)cc2c2c1CC(CBr)O2 (stereo not drawn)	8.3%
O=C(O)c1ccc(NC(=O)c2ccccc2NC(=O)c2cccc(Br)c2)cc1	7.0%
CC1CCN(CCC(=O)Nc2ccc(F)c(F)c2)CC1	-0.1%
O=C(Nc1ccc(O)cc1C(=O)O)c1ccc(NC(=O)c2ccco2)cc1	-12.8%
CCCCNC(=S)N(CCN(C)C)Cc1cc2cc3c(cc2[nH]c1=O)OCCO3	2.4%
O=C1C2C3C=CC(CC3)C2C(=O)N1c1ccc(Cl)cc1Cl (stereo not drawn)	4.6%
COc1ccc(Cl)cc1-c1nc(SCC(=O)NCC2CCCO2)n[nH]1 (stereo not drawn)	4.1%
COc1ccc(CCNC(=O)/C=C/c2ccc(S(=O)(=O)N3CCOCC3)cc2)cc1	-2.7%
CCN(CC)CCCn1c2c(c(SCC(=O)Nc3ccccc3Cl)nc1=O)CCC2	-9.8%
Cc1ccccc1NC(=O)c1ccc2c(c1)C(=O)N(CC(C)C)C2=O	-4.0%[2.29 µM]
Cc1ccc(-c2nn(-c3ccc(F)cc3)cc2C(=O)NCC2CCCO2)cc1 (stereo not drawn)	-2.0%
CCOc1ccc(C(=O)NC2CC3CCCC(C2)N3Cc2ccccc2)cc1 (stereo not drawn)	1.9%
COCc1c(C(=O)N2CCN(Cc3ccc4c(c3)OCO4)CC2)oc2ccccc12	-7.9%
Nc1ccc(C(=O)N2CCN(S(=O)(=O)c3ccc(Br)cc3)CC2)cc1[N+](=O)[O-]	-15.5%
Cc1csc(NC(=O)C2=COCCO2)n1	7.0%
O=[N+]([O-])c1ccc(CSc2ccc(S(=O)(=O)N3CCOCC3)cn2)cc1	-7.8%
COc1ccc(NC(=O)CNCc2ccc(Cl)cc2)cc1S(=O)(=O)N1CCOCC1	-0.9%
Fc1cccc(-c2n[nH]c(=S)n2-c2ccccc2)c1	2.0%[2.29 µM]
COc1ccc(CCN2CCCC(CN(C)Cc3cc(OC)ccc3OC)C2)cc1 (stereo not drawn)	-6.6%
O=C(CN1C(=O)NC2(CCc3ccccc32)C1=O)NCC(=O)Nc1ccc(F)cc1 (stereo not drawn)	0.5%
O=C(OCC(=O)N1CCCCC1)c1ccc2c(c1)C(=O)N(Cc1ccco1)C2=O	-1.2%
COc1ccc(/C=N/Nc2nc(C)cc(=O)[nH]2)cc1OC	-1.1%
Fc1ccc(CN2CCN(C(c3ccccc3)c3ccccc3)CC2)cc1	-5.4%
COc1cc(/C=N/NC(=O)c2ccc(O)cc2)ccc1OCC(=O)Nc1cccc([N+](=O)[O-])c1	5.4%
CCOC(=O)C1=C(C)N(CCCCCC(=O)O)C(=O)NC1c1ccc(Br)cc1 (stereo not drawn)	5.5%
COc1ccc(N(C)S(=O)(=O)c2cccc(C(=O)OCC(=O)N(C)c3ccccc3)c2)cc1	-0.1%
N/C(=N\N=C/c1ccc(F)cc1)N/N=C\c1ccc(F)cc1	11.0%
O=C1CCN(Cc2ccccc2)C=C1c1ccc2ccccc2c1	-12.7%
CC(=O)N1c2ccc(S(=O)(=O)N3CCCC3C(=O)NCc3ccccc3Cl)cc2CC1C (stereo not drawn)	10.0%
COc1cc(NC(=O)C2CCN(S(=O)(=O)c3cccs3)CC2)cc(OC)c1	1.8%
Cc1ccccc1C(=O)Nc1ccc(CN2CCOCC2)cc1	2.1%
CC(Sc1nncs1)C(=O)Nc1ccc(S(=O)(=O)Nc2ncccn2)cc1 (stereo not drawn)	3.9%
CCOC(=O)N1CCN(C(=O)COC(=O)C2CCN(S(=O)(=O)c3c(C)c(C)cc(C)c3C)CC2)CC1	2.9%
CN(CC(=O)Nc1ccccc1Cl)C(=O)COC(=O)CSc1ccc(F)cc1	15.8%
Cn1c2ccccc2c(=O)c2ccc(NCCc3cccs3)cc21	-17.4%
CC(C)(C)C(=O)Nc1cc(NC(=O)C(C)(C)C)cc(C(=O)NNC(=O)c2ccncc2)c1	-7.0%

Filtered by structure: the compounds so far containing a thiophene ring, fused or not.
SMILES	L3MBTL1 block
Cn1c(SCC(=O)O)nc2sc3c(c2c1=O)CCC3	3.8%
CN(C(=O)COC(=O)/C=C/c1cccs1)C1CCCCC1	1.0%
COc1cc(NC(=O)C2CCN(S(=O)(=O)c3cccs3)CC2)cc(OC)c1	1.8%
Cn1c2ccccc2c(=O)c2ccc(NCCc3cccs3)cc21	-17.4%

A different layout for some results above:
L3MBTL1 block,mol
3.9%,CC(Sc1nncs1)C(=O)Nc1ccc(S(=O)(=O)Nc2ncccn2)cc1 (stereo not drawn)
-6.6%,COc1ccc(CCN2CCCC(CN(C)Cc3cc(OC)ccc3OC)C2)cc1 (stereo not drawn)
10.0%,CC(=O)N1c2ccc(S(=O)(=O)N3CCCC3C(=O)NCc3ccccc3Cl)cc2CC1C (stereo not drawn)
2.0%[2.29 µM],Fc1cccc(-c2n[nH]c(=S)n2-c2ccccc2)c1

More structures follow.
SMILES	L3MBTL1 block
COc1ccc(CCN(C)C(=O)c2cc(S(=O)(=O)N3CCCCC3)ccc2Cl)cc1OC	-4.3%
COc1cc(/C=C/C(=O)OCC(=O)NC2CCCCCCC2)ccc1O	-4.0%
CC(CCc1ccccc1)NCc1ccc(Cl)cc1Cl (stereo not drawn)	42.2%[activator]
CSc1ccc(Cl)c(C(=O)N(C)CC(=O)Nc2ccc(N3CCOCC3)cc2)c1	3.6%
COCCN(C(=O)COC(=O)/C=C/c1nc2ccccc2s1)c1c(N)n(Cc2ccccc2)c(=O)[nH]c1=O	1.9%
COC(=O)c1ccccc1NC(=O)CN1CCc2ccccc2C1	10.1%
COC(=O)[C@H]1C[C@H](O)CN1S(=O)(=O)c1ccc(Br)cc1F	1.9%
N#CCCc1cccc(CCC#N)c1	6.6%
Cc1sc2nc(CSCC(=O)Nc3ccc(C(F)(F)F)cc3)[nH]c(=O)c2c1C	4.1%
CC(OC(=O)c1cc(S(=O)(=O)N2CCOCC2)ccc1F)C(=O)NCC1CCCCC1 (stereo not drawn)	4.7%
O=C(Nc1cccc(S(=O)(=O)N2CCCC2)c1)c1cc(S(=O)(=O)N2CCOCC2)ccc1F	23.5%
Cc1ccc(C(=O)NCCCNC(=O)COc2ccc(Cl)c(C)c2)cn1	-7.6%
CC(C)(C)OC(=O)[C@H](NC(=O)OCc1ccccc1)c1ccccc1	28.5%
COc1ccc(N2C(=O)c3cccc4cccc(c34)C2=O)cc1	7.2%
O=C(CCl)Nc1ccc(S(=O)(=O)NC2=NCCCCC2)cc1	2.8%
COc1ccc2oc(=O)c(C(=O)NCCc3ccc(OC)c(OC)c3)cc2c1	-5.3%
O=C(COc1ncnc2ccccc12)NC1CCCCC1	?
CCN(CC)S(=O)(=O)c1cc(NC(=O)CSCc2c(C)noc2C)ccc1C	-2.0%
C=CC[C@H](CC(=O)N(CCO)Cc1ccccc1)C(=O)N[C@@H](C)COC(=O)[C@H](CC=C)CC(=O)OC(C)(C)C	7.3%
COc1cccc(NC(=O)Cn2cc(C=O)c3ccccc32)c1	4.2%[2.29 µM]

Continued, starting with the last three of the part before.
SMILES	L3MBTL1 block
CCN(CC)S(=O)(=O)c1cc(NC(=O)CSCc2c(C)noc2C)ccc1C	-2.0%
C=CC[C@H](CC(=O)N(CCO)Cc1ccccc1)C(=O)N[C@@H](C)COC(=O)[C@H](CC=C)CC(=O)OC(C)(C)C	7.3%
COc1cccc(NC(=O)Cn2cc(C=O)c3ccccc32)c1	4.2%[2.29 µM]
CCOC(=O)c1c(C)[nH]c(C)c1C(=O)COC(=O)c1cccnc1SC	-7.3%
CC1CCC(NC(=O)COC(=O)c2ccc3ncsc3c2)CC1 (stereo not drawn)	-0.1%
COc1ccccc1CNC(=O)c1ccccc1SCC(=O)NCc1ccco1	-9.6%
CCOC(=O)C1CCN(C(=O)c2ccc3c(c2)OCCO3)CC1	-2.0%
O=c1oc2ccc(C#CC3(O)CCCCC3)cc2cc1-n1cc(-c2ccsc2)nn1	1.5%
COc1ccc(NS(=O)(=O)c2ccc(C)c(C(=O)NCC(c3cccs3)N3CCOCC3)c2)cc1 (stereo not drawn)	-2.9%
C[N+](C)(C)C[C@H](O)CC(=O)[O-]	-0.1%
O=S(=O)(c1ccc(SCCO)nc1)N1CCOCC1	16.8%
Cc1cccc(NC(=O)CSc2nnc(CNC(=O)c3ccco3)n2C)c1C	-15.6%
O=C(O)COc1ccc(/C=N/NC(=O)/C(=C/C=C/c2ccccc2)NC(=O)c2ccccc2)cc1	-1.5%
Cc1n[nH]c(=O)c2c(NC(=O)COC(=O)c3ncc(Cl)c(Cl)c3Cl)oc(C)c12	5.2%
CC(OC(=O)C(C)Oc1ccccc1)C(=O)Nc1ccc(S(=O)(=O)N2CCCCC2)cc1 (stereo not drawn)	-1.5%
CCC(=O)Nc1ccc(C(=O)COC(=O)c2sc(C)nc2C)cc1	1.4%
CCCCN(C(=O)C1=CC=CN2CCS(=O)(=O)N=C12)c1ccccc1	-9.0%
Cc1ccc(S(=O)(=O)N2[C@@H](c3ccc(Cl)cc3)C(C(=O)O)=C[C@H]2CC2CCCC2)cc1	2.2%
Cc1cccc(NC(=O)COC(=O)c2ccc(S(=O)(=O)N3CCCCCC3)cc2)c1	7.1%
Cc1nc2ccccc2c(=O)n1-c1cccc(NC(=O)c2cccs2)c1	-4.8%
CC(OC(=O)CCCN=C1NS(=O)(=O)c2ccccc21)C(=O)Nc1ccc(F)c(F)c1F (stereo not drawn)	33.4%[activator]
O=C(NCC1CCCO1)c1cc(S(=O)(=O)N2CCCCC2)ccc1Cl (stereo not drawn)	1.4%
COc1ccc(Br)cc1CN(C)C(=O)Cc1ccc(OC)c(S(=O)(=O)N2CCOCC2)c1	1.0%
COc1ccc(Cl)cc1C(=O)NNC(=O)c1n[nH]c2ccccc12	-0.2%
Cc1cccc(C(=O)OCC(=O)Nc2ccccc2C(=O)NC2CC2)c1	7.0%
COc1ccc(S(=O)(=O)N2CCCCCC2)cc1NC(=O)CC1OC(=O)c2ccccc21 (stereo not drawn)	0.5%
COc1ccccc1NC(=O)C(C)OC(=O)c1cc2ccccc2[nH]1 (stereo not drawn)	-0.5%
Cc1cc(C)cc(NC(=O)COC(=O)c2cccc(S(=O)(=O)N3CCCCC3)c2)c1	8.6%
O=C(COC(=O)c1cccnc1Cl)NCCc1ccccc1	6.8%
CCn1c(COC(=O)CNC(=O)c2ccccc2)nc2cc(S(=O)(=O)N(C)C)ccc21	-2.9%
CN1CCN(c2ccc(S(=O)(=O)N3CCOCC3)cc2NC(=O)Cc2ccccc2F)CC1	5.3%
COc1ccc(CNC(=O)N2CCN(C(=O)c3ccccc3)CC2)cc1	-7.7%
CCCCS(=O)(=O)N1CCC(C(=O)Oc2ccc(Cl)cc2)CC1	5.1%
CCN(C[C@H]1N[C@@](C)(C(=O)OC)[C@H]2C(=O)N(C)C(=O)[C@@H]12)C(=O)c1ccccc1	7.1%
CCc1cc2c(NC(Cc3ccccc3)C(=O)O)ncnc2s1 (stereo not drawn)	0.9%
COc1cccc(-c2csc3ncnc(Sc4nnnn4C)c23)c1	-3.1%
Cc1ccc(C(=O)NC2CCCCCCC2)c(Cl)c1	1.0%[2.29 µM]
O=C(CNC(=O)C1CCCCC1)NC1CCCCC1	4.6%
CN(C(=O)CSc1nc2ccc(Cl)cc2[nH]1)C1CCS(=O)(=O)C1 (stereo not drawn)	8.0%
O=C(Nc1cccc(Cl)c1)c1nc[nH]c1C(=O)NCCCNC(=O)c1[nH]cnc1C(=O)Nc1cccc(Cl)c1	4.7%
CCOC(=O)c1ccccc1NC(=O)CSC(C)C(=O)Nc1cc(C)on1 (stereo not drawn)	-3.0%
COc1ccccc1C(=O)NC(CCSC)C(=O)NCc1ccccn1 (stereo not drawn)	15.8%
CCN1C(Nc2ccccc2)=NC[C@@H]1Cc1ccccc1	-0.3%
CC(NCCCOc1cccc2ccccc12)c1ccccc1 (stereo not drawn)	-2.2%
NC(=O)c1ccc(NC(=O)COC(=O)CCN2C(=O)c3ccccc3C2=O)cc1	1.6%
Cc1ccc(Cl)c(NC(=O)COC(=O)c2nn(C)c(=O)c3ccccc23)c1Cl	5.1%
NS(=O)(=O)c1cccc(NC(=O)CSc2nnc(-c3ccccc3)o2)c1	1.4%
Cc1ccc(NC(=O)COc2ccccc2C(N)=O)cc1S(=O)(=O)N1CCCCCC1	19.8%
COc1ccc2c(c1)oc1c(SCc3nc4ccccc4[nH]3)nc(C)nc12	-1.7%
CC[C@@]1(C(=O)OC)N[C@H](CN(C)C(=O)C2CCCCC2)[C@@H]2C(=O)N(C)C(=O)[C@@H]21	8.1%
COc1ccccc1C(=O)NCCC(=O)Nc1ccc(S(=O)(=O)N2CCCC(C)C2)cc1 (stereo not drawn)	-0.6%
CN(C)c1ccc(CNCC2CCCO2)cc1 (stereo not drawn)	-0.3%
O=C(O)C(Nc1nc(C(F)(F)F)nc2ccccc12)c1ccccc1 (stereo not drawn)	-1.8%
CCCCCCCCCCCCN1C/C(=C\C(=O)OCC)c2cc(C(F)(F)F)ccc2S1(=O)=O	7.6%
Cc1ccc(C(=O)NCc2ccco2)cc1	38.7%
CCOC(=O)C1CCN(C(=O)COC(=O)/C=C/c2ccc([N+](=O)[O-])cc2)CC1	-1.4%
O=C(OCC(=O)N1CCC(c2ccccc2)=N1)c1ccc(Cl)s1	6.6%
O=C(O)CN1C(=O)c2cccc3c(Br)ccc1c23	10.8%
Cc1ccc(NS(=O)(=O)c2ccc(C(=O)N3CCCCCC3)cc2)cc1	-0.9%
CN(C(=O)CSc1n[nH]c(-c2cccs2)n1)C1CCS(=O)(=O)C1 (stereo not drawn)	-2.0%

Assay outcomes as filed in PubChem.

Not all compounds are listed. The share of hits here may be higher or lower than overall.
